# Epigenetic derep: Quantitative High-Throughput Screen for Regulators of Epigenetic Control | murine LDR cells, GFP reporter derepression, 30 h | Potency, µM (highest dose often 53.9 µM), for the others: at the top dose GFP activation, most hits filed as activators | actives 0.2% (n = 280,000); note: % of control where 0% means no effect; nearly all actives have a fitted effect of over 60% in size
#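 In this reporter-derepression format, murine cells bearing a silenced integrated CMV-GFP locus incubate with test compound (30 h, 37 C), then are washed and imaged; fluorescent objects of 20–120 um count as induced cells.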
# NPSR antagonist: qHTS Assay for Antagonists of the Neuropeptide S Receptor: cAMP Signal Transduction; Potency, µM (titrated, usually from 38.3 µM), for the others: at the highest dose activity change, negative = inhibition, hits mostly inhibitors; Q6W5P4; CHO-NPSR cells, cAMP TR-FRET, antagonist mode; actives 1% (n = 220,000); note: % is set by controls: 0 for no effect and ±100 for the full control effect; nearly all actives have a fitted effect of over 50% in size; many of its hits are not listed in these tables
# Target sequence (Q6W5P4 whole entry, looked up): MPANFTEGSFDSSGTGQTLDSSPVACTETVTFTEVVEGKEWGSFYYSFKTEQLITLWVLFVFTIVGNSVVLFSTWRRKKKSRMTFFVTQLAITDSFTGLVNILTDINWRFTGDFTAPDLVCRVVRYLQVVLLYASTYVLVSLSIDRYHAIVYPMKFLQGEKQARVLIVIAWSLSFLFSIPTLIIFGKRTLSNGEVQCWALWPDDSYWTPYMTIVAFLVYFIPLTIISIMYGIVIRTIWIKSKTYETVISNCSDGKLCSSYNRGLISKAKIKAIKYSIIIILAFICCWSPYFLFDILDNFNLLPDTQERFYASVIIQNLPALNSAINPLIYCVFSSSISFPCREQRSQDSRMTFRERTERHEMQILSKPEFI
# SMN2 splice enh: qHTS Assay for Enhancers of SMN2 Splice Variant Expression; HEK293 SMN2-luciferase splicing reporter, luminescence, 30-36 h; Potency, µM (series often up to 46.1 µM), inactives show top-dose activity change, positive = activation, usual class: activators; actives 2.8% (n = 210,000); note: % of control where 0% means no effect; nearly all actives have a fitted effect of over 55% in size
#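 HEK293 cells carry an SMN2 […]–luciferase reporter in which exon 7 inclusion puts luciferase in frame. Cells were plated 10-12 h before compound addition, then incubated 30-36 h at 37C. ONE-Glo luminescence was read; sodium butyrate at 4.5 mM final served as control.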
# IMPase Li cell: qHTS Assay for Identifying the Cell-Membrane Permeable IMPase Inhibitors: Potentiation with Lithium; CHO-M1 cells, IP1 TR-FRET (IP-One), carbachol + lithium; Potency, µM (top dose mostly 59.4 µM), inactives show at the highest dose activity, negative = IMPase inhibition, hits mostly inhibitors; actives 0.35% (n = 210,000); AID 1457, 2008;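 note: IP1 builds up when IMPase is blocked and the TR-FRET signal falls; plate controls were basal vehicle for no effect and high inhibitor control for full effect; nearly all actives have a fitted effect of over 50% in size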
#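 Test compounds were applied to CHO-M1 cells previously cultured for 16–30 h at 2000 per well. A small lithium amount accompanied them; after 30 min at 37C, IP1 was quantified by TR-FRET.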
# KinaseGlo FLuc: Counterscreen for Luciferase (Kinase-Glo TM) Inhibition; Luciferin 4-monooxygenase (Photuris pensylvanica), Q27757; Kinase-Glo luciferase, ATP luminescence, 8 min; Potency, µM (doses to about 38.3 µM), without a hit: at the highest dose activity change, negative = inhibition, usual class: inhibitors; actives 0.28% (n = 200,000); AID 1379, 2008; note: % is set by controls: 0 for no effect and ±100 for the full control effect; nearly all actives have a fitted effect of over 60% in size
#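 Compounds were added to a substrate mix at pH 7.2 (50 mM imidazole, 10 uM ATP, within the enzyme's linear range), followed by Kinase-Glo detection reagent; luminescence was measured after 8 minutes at ambient temperature.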
# RECQ1 inh: qHTS Assay for Inhibitors of RecQ-Like Dna Helicase 1 (RECQ1); RECQ1 DNA unwinding, red fluorescence kinetic read; Potency, µM (doses to about 57.3 µM), for the others: at the top dose activity, negative = inhibition, most hits filed as inhibitors; actives 0.54% (n = 240,000); AID 2549, 2010; ATP-dependent DNA helicase Q1 (Homo sapiens), P46063;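 note: plate controls were vehicle for no effect and no enzyme for full effect; nearly all actives have a fitted effect of over 30% in size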
#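 RECQ1T1 50 nM; forked duplex (20 bp + 30-nt ss tails) 200 nM, ATP 2 mM final; pH 8.0, 2 mM MgCl2, 2.5 ug/ml poly(dI-dC); 15 min compound preincubation; discontinuous kinetic read over 2 h at RT.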
# RGS12 GoLoco inh: qHTS Assay for Inhibitors of RGS12 GoLoco Motif Activity (Red Fluorophore). actives 0.44% (n = 230,000). Gai1:RGS12 GoLoco peptide FP, rhodamine, 10 min. Potency, µM (doses to about 61.6 µM), inactives show at the highest dose activity, negative = inhibition, most hits filed as inhibitors. Guanine nucleotide-binding protein G(i) subunit alpha-1 (Homo sapiens), P63096. AID 880, 2007; active = well fitted inhibition curve with a large enough effect, not every such curve was filed as active; inactive = no such curve, though single readings can be large or run the other way; note: % is set by controls: 0 for no effect and ±100 for the full control effect; nearly all actives have a fitted effect of over 30% in size; many of its hits are not listed in these tables
# Target sequence (P63096 whole entry, looked up): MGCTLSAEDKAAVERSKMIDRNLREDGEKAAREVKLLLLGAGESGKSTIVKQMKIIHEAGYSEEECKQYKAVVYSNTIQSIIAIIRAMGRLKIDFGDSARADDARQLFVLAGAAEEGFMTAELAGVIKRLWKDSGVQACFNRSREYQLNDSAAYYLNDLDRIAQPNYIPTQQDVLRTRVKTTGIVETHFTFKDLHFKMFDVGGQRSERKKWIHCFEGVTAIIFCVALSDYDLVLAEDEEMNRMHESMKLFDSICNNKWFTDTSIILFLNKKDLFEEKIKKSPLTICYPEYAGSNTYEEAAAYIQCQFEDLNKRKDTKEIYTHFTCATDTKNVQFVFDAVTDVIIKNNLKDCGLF
# JMJD2E inh: qHTS Assay for Inhibitors of Human Jumonji Domain Containing 2E (JMJD2E); Lysine-specific demethylase 4E (Homo sapiens), B2RXH2; JMJD2E catalytic domain, FDH-coupled NADH fluorescence (FDH is formaldehyde dehydrogenase); Potency, µM (titrated, usually from 57.1 µM), inactives show top-dose activity change, negative = inhibition, usual class: inhibitors; actives 1.6% (n = 230,000); active = well fitted inhibition curve with a large enough effect, not every such curve was filed as active; inconclusive = small, poorly fitted or top-dose-only effect, or another doubt; inactive = no such curve, though single readings can be large or run the other way;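 note: 0% = wells with enzyme and -100% = buffer wells without enzyme; nearly all actives have a fitted effect of over 50% in size; many of its hits are not listed in these tables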
# Target sequence (B2RXH2 1-337 limits assumed): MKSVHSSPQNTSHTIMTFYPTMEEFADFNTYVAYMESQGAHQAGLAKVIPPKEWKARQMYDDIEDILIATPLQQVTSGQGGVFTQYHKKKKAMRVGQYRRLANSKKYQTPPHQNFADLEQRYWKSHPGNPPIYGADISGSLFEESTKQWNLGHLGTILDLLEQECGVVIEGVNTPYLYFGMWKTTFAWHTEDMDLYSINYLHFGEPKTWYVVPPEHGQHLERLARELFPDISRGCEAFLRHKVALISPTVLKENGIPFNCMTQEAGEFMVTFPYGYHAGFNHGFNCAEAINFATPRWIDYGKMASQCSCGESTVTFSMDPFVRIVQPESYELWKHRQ
# Active calls of the source: *; i = inactive; ? = inconclusive; . = not tested or not shown; & = joins results of further samples; [ ] = dose if it differs, or a comment. Unless noted, calls come from the whole dose curve; as a rule, active = well fitted curve in the direction sought with a large enough effect; inconclusive = small, poorly fitted or top-dose-only effect, or another doubt; inactive = no such curve, though single readings can be large; an effect the other way counts as inactive or inconclusive. Potency is the fitted concentration of half-maximal effect. Not all compounds are listed. The share of hits here may be higher or lower than overall.
SMILES,Epigenetic derep,NPSR antagonist,SMN2 splice enh,IMPase Li cell,KinaseGlo FLuc,RECQ1 inh,RGS12 GoLoco inh,JMJD2E inh
CN(C)C(=O)[C@@H]1C[C@H]1[C@@H](NC(=O)OCc1ccccc1)c1ccccc1,-1.6%&1.1%,7%,21%&22%,15%&-7%,-1%&-2%,0%&-1%,8%&-2%,8%&3%
COC(=O)N/N=C/c1cc(Cl)c(OCc2ccccc2F)c(OC)c1,3.2%,-31%,.,.,.,-4%,5%,2%
Cc1ccc(Cl)cc1NC(=O)CCC(=O)Nc1cc(Cl)ccc1C,-0.2%,-2%[46.1 µM],-5%,11%[38.3 µM],-4%,-3%,8%,5%
O=c1c2ccccc2nnn1CSc1ccccc1,0.0%,-6%[46.1 µM],7.9µM*,-2%,-12%,-4%,-3%,2%
O=C(CCCN1C(=O)c2ccccc2C1=O)NCC1CCCO1 (stereo unspecified),0.0%,0%[46.1 µM],8%,-18%[38.3 µM],1%,-5%,6%,5%
CCOC(=O)C1(CC2CCCCO2)CCN(C(=O)Nc2cccc(SC)c2)CC1 (stereo unspecified),-7.2%,47%,.,4%,5%,-2%,3%,-4%
C=CCSC1=C(C#N)C(c2ccccc2Cl)CC(=O)N1 (stereo unspecified),0.0%,-12%[46.1 µM],-5%,24%[38.3 µM],-2%,-15%,2%,-1%
O=C(O)[C@H]1O[C@H]1C(=O)O,.,.,-13%[9.22 µM],-3%,0%[7.66 µM],.,-2%[14.2 µM],.
Cn1c(=O)c2c(nc(Sc3n[nH]c(N)n3)n2Cc2ccccc2Cl)n(C)c1=O,-3.4%,-14%[46.1 µM],-9%,1%[38.3 µM],0%,-5%,-16%,6%
CC(C)(C)NC(=O)CC(CC(=O)O)c1ccccc1 (stereo unspecified),-0.8%,0%[46.1 µM],12%,19%[38.3 µM],2%,-1%,0%,4%
CN1CCN(C(=S)Nc2ccc(Cl)cc2)CC1,1.1%,7%,9%,1%,2%,i,15%,-1%
COc1ccc(N(Cc2cc3ccc(C)cc3[nH]c2=O)C(=O)c2ccco2)cc1,0.0%,-22%[46.1 µM],-13%,5%[38.3 µM],-4%,-2%,0%,0%
N/C(=N\OC(=O)Cc1ccccc1)c1cccc(Br)c1,0.1%,4%,6%,6%,3%,i,5%,1%
CCOC(=O)Cn1c(=O)oc2cc(S(=O)(=O)Nc3c(C)cc(C)cc3C)ccc21,-0.2%,-21%[46.1 µM],-3%,1%[38.3 µM],17%,-17%,35%[activator],5%
O=C(Cc1ccccc1)Nc1ccccc1C(=O)Nc1ccc(C(=O)O)cc1,0.9%,0%,-28%,2%,0%,-1%,-1%,-3%
CCCCCCC(=O)Nc1nc(C)c(-c2csc(Nc3ccc(Cl)cc3)n2)s1,-1.9%,?,-19%,2%[38.3 µM],-1%,-4%,66%[activator],3%
O=C1CSCC(=O)N1c1ncc(C(F)(F)F)cc1Cl,0.0%,7%,.,.,.,-13%,8%,-5%
O=C(Nc1ccc(S(=O)(=O)Nc2nccs2)cc1)c1cc(=O)[nH]c2ccccc12,0.8%,-27%,.,.,.,11%,78%[activator],?
Cc1ccc(C(=O)N2CCN(c3ncccn3)CC2)cc1S(=O)(=O)N1CCCCC1,-1.1%,22%,-6%,2%,-1%,-3%,-12%,0%
NNc1nc(-c2ccccc2)cs1,-1.4%,-18%,-48%[inhibitor],8%,-3%,-8%,4%,-7%
O=C(CCC(=O)c1ccc(-c2ccccc2)cc1)Nc1cccnc1,0.0%,-4%,.,.,.,-15%,1%,1%
Cc1nc2cc(-c3ccc(F)cc3)nn2c(N2CCOCC2)c1C,0.5%,-16%[46.1 µM],5%,0%[38.3 µM],2%,i,5%,-4%
CC1CCc2ccccc2N1C(=N)N(C)C (stereo unspecified),1.1%,16%,8%,11%,-2%,i,-6%,13%
CCN(CC)c1nc2c3c(nc4c(c3c1C#N)CC(=O)N4c1ccc(Cl)cc1)NC(C)=N2,-0.9%,-18%[46.1 µM],.,.,.,-12%,.,-3%
CCCCNC(=O)c1onc(CSc2ccc(F)cc2)c1C(=O)O,-2.7%,-8%[46.1 µM],-5%,-3%[38.3 µM],3%,-2%,9%,5%
# Next results follow.
SMILES,Epigenetic derep,NPSR antagonist,SMN2 splice enh,IMPase Li cell,KinaseGlo FLuc,RECQ1 inh,RGS12 GoLoco inh,JMJD2E inh
O=C(CCC(=O)Nc1ccccc1)NNC(=O)c1ccco1,-2.2%,5%[46.1 µM],11%,-1%,1%,-4%,-2%,1%
CCN(CC)S(=O)(=O)c1ccc(N2CCOCC2)c(NC(=O)c2ccccc2)c1,-1.0%,1%,1%,-1%,0%,i,1%,-15%
Cc1ncc([N+](=O)[O-])n1CC(C)O (stereo unspecified),2.7%&-1.1%&-0.8%,8%,-6%,6%,-2%&-3%,12%&-1%&-11%,3%&15%&-14%,2%&5%&13%
CN1CCc2cc(Cl)c(O)cc2C(c2ccccc2)C1 (stereo unspecified),-1.2%,-9%[46.1 µM],13%,10%,-1%,-6%,10%,4%
CCCCOc1ccc(S(=O)(=O)Nc2cccnc2)cc1,0.6%,-7%[46.1 µM],-73%[inhibitor],-1%[38.3 µM],-8%,i,-4%,5%
CC(C)c1ccc(CN(C(=O)C2COc3ccccc3O2)C2CCS(=O)(=O)C2)cc1 (stereo unspecified),2.4%,-22%[46.1 µM],-13%,-7%[38.3 µM],-1%,i,9%,-1%
Cc1ccc(OCc2nnc(SCC(=O)C(C)(C)C)n2Cc2ccco2)cc1,1.0%,-17%[46.1 µM],-23%,5%[38.3 µM],2%,i,5%,-7%
Cc1ccccc1C(=NC(=O)c1ccccc1)c1ccccc1,4.7%,-26%[46.1 µM],-4%,9%[38.3 µM],-1%,-11%,9%,1%
CC(=O)Nc1ccc2c3c(cccc13)C(=O)N(c1ccccc1)C2=O,7.8%,-30%,-2%,-17%,5%,-5%,10%,?
CCn1c(CNC(=O)C23CC4CC(CC(C4)C2)C3)nnc1SC,6.6%,17%,1%,5%,-2%,i,4%,-2%
CCOc1cccc(=O)c2c(C)n(CC3CCCO3)c(C)c12 (stereo unspecified),0.5%,-10%[7.67 µM],-12%,8%[38.3 µM],10%,-15%,4%,?
Cc1ccc(NS(=O)(=O)c2ccc(OCC(=O)N3CCOCC3)cc2)cc1,-3.1%,12%[46.1 µM],-25%,22%[38.3 µM],-1%,-16%,7%,-5%
Nc1ccc(NC(=O)c2ccccc2)c2c1C(=O)c1ccccc1C2=O,2.1%,-1%[46.1 µM],-19%,13%[38.3 µM],-5%,0%,37%[activator],3%
C[C@@H](C(=O)N[C@H](C(=O)O)c1ccccc1)n1nnc2ccccc2c1=O,0.0%,18%,1%,-1%,-2%,4%,13%,-14%
CCOc1ccccc1C(=O)N1CCN(c2ccc(C(F)(F)F)cn2)CC1,3.0%,-24%,-81%[inhibitor],12%,1%,i,2%,?
CCN1CCN(CC(O)COc2ccc3c(C)cc(=O)oc3c2)CC1 (stereo unspecified),1.1%,6%,15%,-1%,-6%,-2%,10%,?
Cc1ccc(C)n1-c1ccc(N2CCOCC2)cc1,-11%,-11%[46.1 µM],21%,39%[activator][38.3 µM],-3%,-2%,12%,?
COc1ccc(C(=O)NCCc2nnc(SCC(=O)Nc3ccccc3F)n2C)cc1,-1.3%,-8%,30%,2%,-1%,-8%,17%,0%
CCOc1nc(-c2ccc(Cl)cc2Cl)ccc1C#N,-2.2%,-7%[46.1 µM],-7%,9%,1%,0%,0%,?
CC(C(=O)N1CCCCC1)n1ncn2cccc2c1=O (stereo unspecified),-2.0%,0%[46.1 µM],8%,-9%,-1%,-3%,0%,-3%
CCOc1ccc(S(=O)(=O)N(CCO)CCO)cc1-c1nc2c(C(C)(C)C)nn(C)c2c(=O)[nH]1,0.8%,-1%[46.1 µM],-13%,25%[38.3 µM],2%,i,1%,8%
COc1ccc(-c2nc(CS(=O)CC(=O)NCCC3=CCCCC3)c(C)o2)cc1 (stereo unspecified),4.1%,0%[46.1 µM],9%,-6%[38.3 µM],2%,-20%,4%,?
O=C(CCC1CCCCC1)Nc1nccs1,-0.3%,8%,17%,7%,0%,i,-4%,-5%
COc1ccc(S(=O)(=O)N2CCCCCC2)cc1NC(=O)c1c2c(nc3ccccc13)CCN(Cc1ccccc1)C2,-1.5%,2%,-1%,-3%,-1%,-12%,10%,-3%
O=C(CCCc1ccccc1)Nc1cccc(C(=O)O)c1,-3.6%,5%,1.6µM*,-4%,-2%,i,6%,6%
# Going on with the list.
SMILES,Epigenetic derep,NPSR antagonist,SMN2 splice enh,IMPase Li cell,KinaseGlo FLuc,RECQ1 inh,RGS12 GoLoco inh,JMJD2E inh
CC(=O)n1cc([C@H]2C=C(C(=O)Nc3ccccc3)O[C@@H](OCc3ccc(CO)cc3)C2)c2ccccc21,?,?,.,3%,.,0.35µM*,14%,-7%
COC(=O)c1nn(-c2ccc(Cl)cc2)c(=O)cc1Sc1ccccn1,-1.2%,8%[46.1 µM],3%,6%[38.3 µM],-3%,i,10%,-2%
Cc1ccc(NC(=S)NC(=O)c2c(-c3ccccc3Cl)noc2C)cc1,-0.9%,?,1%,-26%[38.3 µM],-2%,-15%,3%,-1%
Cc1csc2nc(CNC(=O)C3CCCCC3)cn12,0.0%,4%[46.1 µM],-2%,21%[38.3 µM],1%,i,2%,4%
Cc1ccc(OS(=O)Nc2cccc3nccnc23)cc1 (stereo unspecified),-0.2%,-6%[46.1 µM],-17%,-6%[38.3 µM],-5%,-1%,3%,2%
CSc1nnc2c(n1)OC(c1cccn1C)N(C(C)=O)c1ccccc1-2 (stereo unspecified),3.3%,-7%[46.1 µM],.,.,.,-8%,.,2%
